PG9 binder: binders of HIV-1 gp120 antibody PG9, primary screen, biochemical, TR-FRET. AID 624416, 2012. inhibition, % at 6.7 µM. HIV-1 gp120 / PG9 antibody interaction. TR-FRET gp120-PG9 antibody binding. 0.43% of 360,000 active; in the data active = inhibition above about 8.5%
NR1D1 modulator: modulators of Rev-erb alpha DNA binding, primary screen, biochemical, FITC-DNA, fluorescence polarization, uHTS | Nuclear receptor subfamily 1 group D member 1 (Homo sapiens), P20393 | Rev-erbα–FITC-DNA binding, 90 min | activity, % at 10 µM | 0.79% of 370,000 active | AID 1259318, 2017;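 active = activity above about 14%, limit read from the data; passing the limit was not always enough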;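 also: 0% = DMSO wells with 35 nM protein and 100% = DMSO wells with 750 nM protein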
ARFGAP1 inhibitor: inhibitors of rat ARFGAP1 GAP activity, primary screen, biochemical, fluorescence polarization, GDP tracer; ADP-ribosylation factor GTPase-activating protein 1 (Rattus norvegicus), Q62848; Arfgap1-stimulated ARF1 GTP hydrolysis, GDP FP detection; inhibition, % at 16.5 µM; 0.26% of 360,000 active;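 active = inhibition above a per-plate limit, mean inhibition of low control wells plus 3 SD, cut at about 25% in these data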;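 also: 0% = DMSO wells with enzyme and 100% = wells lacking Arfgap1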
Target sequence (Q62848 1-136 limits assumed): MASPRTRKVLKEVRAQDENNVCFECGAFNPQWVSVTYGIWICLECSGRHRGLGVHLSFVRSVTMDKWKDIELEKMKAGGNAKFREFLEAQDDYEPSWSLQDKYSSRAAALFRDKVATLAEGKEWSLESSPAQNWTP
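system = rat Arfgap1 catalytic domain, aa 1-136 | technique = FP, GDP Alexa 633 tracer displaced from anti-GDP antibody, 620/688 nm | compound = one concentration, 16.5 µM, DMSO 1.26% | medium = HEPES-based buffer, pH 7.5 | timing = compound-enzyme preincubation 20 min, reaction 120 min, detection 60 min, 25 °C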
HTRA1 inhibitor: HTRA1 serine protease inhibitors, primary screen, biochemical, fluorescence polarization, HTS; recombinant HTRA1, FP-rhodamine activity-based probe; 0.5% of 340,000 active; AID 504803, 2011; inhibition, % at 5.96 µM; in the data active = inhibition above about 36%;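 also: 0% = enzyme with DMSO and 100% = wells lacking enzyme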
mABHD4 FP: ABHD4 inhibitors, primary screen, biochemical, fluorescence polarization, mouse. purified mABHD4, FP-Rh probe fluorescence polarization. (Lyso)-N-acylphosphatidylethanolamine lipase (Mus musculus), Q8VD66. AID 720543, 2013. 0.54% of 370,000 active. inhibition, % at 8.92 µM;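 active = inhibition exceeding the mean over every tested compound plus 3 SD, cut at about 30% in these data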;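 also: 0% = plate median of compound wells and 100% = S159A mutant with DMSO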
Target sequence (Q8VD66 whole entry, looked up): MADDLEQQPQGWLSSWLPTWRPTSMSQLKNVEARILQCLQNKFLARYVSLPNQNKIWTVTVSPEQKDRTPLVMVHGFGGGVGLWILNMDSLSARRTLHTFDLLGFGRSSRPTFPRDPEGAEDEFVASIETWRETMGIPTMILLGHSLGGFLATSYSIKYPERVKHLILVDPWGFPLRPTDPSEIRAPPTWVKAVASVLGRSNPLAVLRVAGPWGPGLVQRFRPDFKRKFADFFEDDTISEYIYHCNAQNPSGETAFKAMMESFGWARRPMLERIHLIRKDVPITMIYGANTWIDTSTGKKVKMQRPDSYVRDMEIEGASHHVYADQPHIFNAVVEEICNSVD
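Material: mouse ABHD4 enzyme, wild type; Benchmarks: S159A mutant high control, sample median low control; Buffer or medium: HEPES pH 7.0, NaCl, Pluronic buffer; Signal: fluorescence polarization; Read-out: percent inhibition of probe binding, normalized to plate controls; Timing: pre-incubation 45 min, probe exposure 60 min, at 25 °C; Dosing: 8.92 µM, single dose.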
NPR1 activator: GC-A stimulated cGMP production enhancers – HEK293 GC-A cells, cGMP TR-FRET, EC30 ANP, primary screen | 0% at EC30 ANP, 100% saturating ANP | 0.14% of 370,000 active | Atrial natriuretic peptide receptor 1 (Homo sapiens), P16066 | activation, % at 10 µM | AID 1671463, 2021; in the data active = activation above about 40%
GC-B act: human GC-B receptor activators, primary screen, HEK293 GC-B cells, cGMP TR-FRET, EC30 CNP | 0% at EC30 CNP, 100% saturating CNP | activation, % at 10 µM | 0.11% of 370,000 active | Atrial natriuretic peptide receptor 2 (Homo sapiens), P20594;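 active = activation at 10 µM reaching about 35% in either raw or pattern-adjusted values, limit read from the data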
rCAG RNA binder: binders of r(CAG) RNA repeats, primary screen, biochemical, fluorescence | r(CAG) RNA repeat, TO-PRO-1 dye displacement fluorescence | inhibition, % at 3 µM | 1.3% of 370,000 active | AID 651821, 2012;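 active = inhibition above the plate cutoff, the mean of all test compounds on that plate plus 3 SD, cut at about 35% in these data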;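 also: 0% = DMSO alone and 100% = 100 µM mitoxantrone as full dye displacement; higher means more dye released from RNA so lower well fluorescence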
SMARCA2 activ: SMARCA2 (BRM) function activators, primary screen, cell-based, luminescence, high throughput. MG213 cells, MMTV-luciferase reporter, dexamethasone, overnight. activation, % at 9.1 µM. 1% of 370,000 active. AID 652017, 2013; in the data active = activation above about 7.8%;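 also: 0% = vehicle wells and 100% = reference activator wells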
ASAP1 inh: inhibitors of human ASAP1 ArfGAP activity, primary screen, biochemical, fluorescence polarization; Arf-GAP with SH3 domain, ANK repeat and PH domain-containing protein 1 (Homo sapiens), …; ASAP1-stimulated ARF1 GTP hydrolysis, GDP FP detection; inhibition, % at 16.5 µM; 0.19% of 360,000 active; AID 624377, 2012; in the data active = inhibition above about 25%;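 also: 0% = vehicle with enzyme and substrate and 100% = no enzyme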
Target sequence (Q9ULH1 325-724 limits assumed): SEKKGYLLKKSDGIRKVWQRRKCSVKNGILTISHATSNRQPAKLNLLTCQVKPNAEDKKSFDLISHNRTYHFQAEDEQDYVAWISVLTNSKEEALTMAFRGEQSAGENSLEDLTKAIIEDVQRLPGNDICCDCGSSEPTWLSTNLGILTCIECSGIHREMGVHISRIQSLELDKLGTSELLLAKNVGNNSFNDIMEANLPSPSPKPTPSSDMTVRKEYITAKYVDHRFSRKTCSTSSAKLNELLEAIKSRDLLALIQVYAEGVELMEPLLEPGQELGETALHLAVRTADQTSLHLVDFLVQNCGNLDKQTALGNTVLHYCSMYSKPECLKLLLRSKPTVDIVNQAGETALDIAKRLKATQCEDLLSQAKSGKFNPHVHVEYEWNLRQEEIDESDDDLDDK
* marks the source's active call; other numbers are inactive results; x = not tested or not shown.

SMILES	PG9 binder	NR1D1 modulator	ARFGAP1 inhibitor	HTRA1 inhibitor	mABHD4 FP	NPR1 activator	GC-B act	rCAG RNA binder	SMARCA2 activ	ASAP1 inh
C=C(C)CC(NCCc1ccccc1)c1ccco1 (configuration not stated)	-2.7	2	7	-4	3	-7	-2	-5	2	-22
S=C1NCCOCCOCCNC(=S)N2CCOCCOCCN1CCOCCOCC2	-3.3	6	6	-1	-1	0	2	-3	-6	7
C#CCOC(=O)Nc1ccc(OCC(F)(F)F)nc1	-0.5	-1	-5	1	-6	1	2	1	-1	-4
CCOC(=O)/C=C1\CC(C(=O)OCC)Oc2ccccc21 (configuration not stated)	-0.8	-5	-14	8	-2	2	-5	-2	0	6
CC(C)c1ccc(C(=O)Nc2ccc(N3CCOCC3)cc2)cc1	-3.1	1	8	2	5	0	-2	3	-1	-5
CC(=O)c1ccc(NC(=O)C(C)OC(=O)c2cccc(-n3cnnn3)c2)cc1 (configuration not stated)	-1.1	3	10	-4	4	-3	3	2	-2	2
Cc1nn(-c2ccccc2)c(Cl)c1/C=N/O	-1.3	-4	4	12	0	4	2	-1	4	-7
Cc1ccc(NC(=S)/C(C#N)=C2/Nc3ccccc3S2)cc1	-0.8	0	2	1	63*	-2	2	92*	-9	2
O=C(CSc1nnc(-c2ccoc2)o1)N1CCOCC1	-1.6	-5	-9	1	1	2	2	1	0	-1
O=C1CC(C(=O)NC2CCCCC2)C(c2ccccc2)O1 (configuration not stated)	1.3	-1	-2	9	-2	0	3	-2	-1	6
CC(=O)c1c(C)[nH]c(C(=O)COC(=O)C2CC2)c1C	0.2	1	9	5	4	3	0	1	1	3
CS(=O)(=O)c1ccc2nc(NC(=O)CN3CCCCCC3)sc2c1	-2.7	-3	-3	1	9	1	2	1	1	-3
CCOCCC(=O)Nc1ccc2c(c1)c(=O)n(C)n2Cc1cccc(C(F)(F)F)c1	0.6	3	-11	x	-6	2	1	-1	-2	1
Brc1ccc(NCc2nnc3n2CCCCC3)cc1	-1.0	0	-10	0	4	2	3	-4	0	-3
CC(C)NC(=O)C1CCN(C2CCN(Cc3nc4ccccc4s3)CC2)CC1	-1.3	1	0	9	0	2	0	-3	1	-4
CCCC(=O)NC(=S)Nc1cccc(Cl)c1N1CCCCC1	-1.8	9	18	-23	-16	-3	-9	-1	1	-13
O=C1CCC[C@@H]2C[C@@]3(C[C@@H]4CCN1[C@H]24)Nc1cc([N+](=O)[O-])ccc1NC3=NC1CCCCC1	-1.8	8	13	6	11	-4	1	2	1	3
Cc1ccc(-c2csc(C(C#N)=C3CCCC3)n2)cc1	-1.5	6	11	-2	5	6	10	5	1	0
COc1ccc(-c2noc(N3CCC(C(=O)Nc4ccc(OC)cc4OC)CC3)n2)cc1	0.2	3	1	-3	0	1	3	1	0	0
CCN(C(=O)COC(=O)CSc1ccc(F)cc1)c1c(N)n(Cc2ccccc2)c(=O)[nH]c1=O	3.0	2	4	-3	3	1	-2	2	-1	7
COc1ccc(N2CC(C(=O)Nc3nnc(SCC(=O)N4CCCC4)s3)CC2=O)cc1 (configuration not stated)	-1.3	6	18	-6	-11	0	-1	3	-2	-6
CC(C)c1ccc(NC2CCCN(C(=O)c3ccnn3C)C2)cc1 (configuration not stated)	0.5	-1	13	2	-7	2	-1	-6	0	-6
O=C1C2C3C=CC(C3)C2C(=O)N1Nc1ccccc1 (configuration not stated)	0.0	-1	-2	3	3	3	3	-3	-4	5
Cc1ccc(S(=O)(=O)NC(=O)C2(C)CCN2C(=O)Cc2ccc(C(C)(C)C)cc2)cc1 (configuration not stated)	-1.4	4	1	x	3	3	-1	43*	-6	-13
O=C(Nc1cccc(F)c1)C1CCN(C(=O)Cc2ccccc2)CC1	0.6	-3	-11	-3	0	0	3	1	-5	-11
COC(=O)c1cc2c(c3c4cc(OC)ccc4n(S(=O)(=O)c4ccc(OC)cc4)c13)C(=O)N(C1CCCCC1)C2	0.3	7	5	x	25	1	-1	10	1	-11
CCCCN(N=Nc1nonc1OC)c1nonc1OC	-0.4	-2	-12	-7	-4	21	18	-6	0	0
Cc1cc(C)c(NC(=O)Cn2nnc(C(=O)NCc3ccco3)c2N)c(C)c1	0.5	-6	-2	4	1	-5	2	2	-2	4
O=c1c2ccccc2nc(N2CCN(c3ccccc3)CC2)n1Cc1ccccc1	0.2	1	12	-12	-9	-8	-10	1	-2	10
O=C(N[C@@H](Cc1ccccc1)C(=O)NCc1ccc(F)cc1)C1CCNCC1	-1.6	2	-4	1	2	2	2	3	0	10
O=C(CCOc1ccccc1F)N1CCN(c2ccccc2O)CC1	-2.4	6	17	5	3	2	-6	-3	10*	-2
NC(=O)COC(=O)c1cccc(NS(=O)(=O)/C=C/c2ccccc2)c1	0.3	-4	2	-2	2	1	-3	3	0	-2
Nc1nnc(SCc2nc3scc(-c4ccccc4)c3c(=O)[nH]2)s1	0.0	0	1	-1	1	-2	5	6	-5	12
CC(C)(C)c1ccc(CNC(=O)c2ccc3c(c2)NC(=O)CO3)cc1	1.0	-4	-9	-17	-8	-4	-11	0	0	-4
COCC(C)n1c(COc2ccccc2F)nnc1SCc1c(C)noc1C (configuration not stated)	-1.9	0	4	-3	6	3	4	-6	-3	13
CC(=O)Nc1nc(C)c(S(N)(=O)=O)s1	0.6	-2	12	-1	-1	0	3	0	0	-5
CCOC(=O)CC1(C)Oc2cc(Cl)ccc2N1S(=O)(=O)c1ccc(C)cc1 (configuration not stated)	0.2	-3	3	x	-7	-7	-5	2	-5	2
COc1cccc(/C(O)=C2/C(=O)C(=O)N(Cc3ccco3)C2c2ccncc2)c1 (configuration not stated)	-1.6	-6	-9	2	8	1	-1	5	2	5
Cc1sc(NC(=O)C2C3CCC(O3)C2C(=O)O)nc1-c1ccc(CC(C)C)cc1 (configuration not stated)	2.1	5	-3	3	2	0	-2	1	1	1
COc1cccc(-c2cccc3c4c([nH]c23)[C@@H]2C[C@H]3[C@@H](C(=O)N2CC4)[C@H](C)ON3C)c1	0.1	0	-2	x	-1	0	-4	3	-4	8
O=C(Nc1nnc(SCC(=O)N2CCCC2)s1)C1CC(=O)N(c2ccc(F)cc2)C1 (configuration not stated)	1.3	2	-1	10	5	3	-5	14	-2	-4
CCN(CC)S(=O)(=O)c1cccc(C(=O)NCCCn2ccnc2)c1	-2.8	-4	-14	3	5	2	3	-3	-3	2
Cn1c(=O)[nH]c(=O)c2c1nc(Br)n2C/C=N/Nc1ccccc1	-1.3	-1	-4	5	3	-3	-5	5	3	-5
Cc1cccc(Nc2ccc(NCc3ccccc3)nn2)c1	-1.3	-5	19	-2	0	1	1	0	2	-2
O=C(NC1CCN(C(=S)Nc2ccc(F)cc2)CC1)C1CCCCC1	-2.2	-1	8	-2	-1	-1	3	0	-4	-2
O=[N+]([O-])c1ccc(-c2cn3c(n2)SCC3)cc1	-1.4	4	18	x	-3	-5	-9	1	-3	3
Cc1cc(-c2ccc(Cl)cc2)n2ncnc2n1	-0.2	1	-3	x	4	0	0	-3	-2	-13
CCc1ccc(NC(=O)CSc2nnc(-c3ccco3)o2)cc1	-0.1	3	1	1	-7	1	2	0	-2	5
O=C(c1c(Cl)cccc1Cl)N1CCCCCC1	-0.3	8	-1	8	6	3	4	-3	0	-3
CCCNC(=O)c1cc(Cl)c(NC(=O)C2=C(C)OCCS2)cc1OC	-0.7	12	-6	-2	3	7	5	-4	1	1
O=C1c2ccccc2C(=O)N1CCCCSc1nnc2c(Cl)cc(Cl)cn12	2.1	7	15	-3	-7	-1	-2	-2	1	1
N/C(CC(=O)Nc1ccc(F)cc1)=N\O	-0.9	1	1	0	2	2	2	0	0	-6
CC(C)C(=O)N1CCN(c2ccccc2NC(=O)c2ccc(Br)o2)CC1	-0.6	2	-12	2	8	-3	3	4	-2	3
COc1cccc(CNC(=O)c2ccc(F)c(S(=O)(=O)N3CCCCC3)c2)c1	0.2	-3	-4	0	-7	2	2	2	2	4
CN1CCN(C(=O)C2=C[C@@H](c3ccc(C(F)(F)F)cc3)C[C@@H](OCCCCO)O2)CC1	-1.8	4	-5	5	6	-1	1	-7	2	0
COc1ccc(C(=O)NCC(=O)O)cc1	-2.3	4	-3	0	1	2	-2	-1	-2	5
COc1ccc2c(c1)CCc1c-2n[nH]c1C(=O)O	-0.4	1	3	1	4	0	5	1	1	-2
COc1ccc(-n2cc(CNCC3CC(=O)N(C4CC4)C3)c(-c3ccccc3Cl)n2)cc1 (configuration not stated)	0.8	1	8	1	2	-2	-1	-5	-2	-9
CC(C)C(C(=O)NC(C)(C)C)N(CCN1CCOCC1)C(=O)CNS(=O)(=O)c1ccccc1 (configuration not stated)	-0.9	0	-5	1	-4	-4	-1	-4	3	12
O=C(CCCOc1ccccc1)N1CCc2ccccc2C1	0.3	2	3	1	7	-2	2	-5	3	0
O=S(=O)(Nc1ccccn1)c1ccc(-n2cccn2)cc1	-0.1	6	-5	3	-1	1	-2	1	1	5
COc1ccc2c(c1)CCC(C)N2S(=O)(=O)c1ccc(C2CNC(=O)C2)cc1 (configuration not stated)	-2.5	0	2	-9	2	1	3	-2	2	-4
CCCNC(=O)c1[nH]c(C)c(C(C)=O)c1C	-1.6	4	-7	4	-2	6	5	1	-4	3

Assay outcomes from PubChem BioAssay.
